# Compound activity deposited in PubChem by several laboratories.
# CRFR2-BP antag: antagonists of CRF-BP/CRF-R2 complex, primary screen, cell-based, HEK293, calcium dye fluorescence, uHTS. CRF-induced calcium fluorescence. inhibition, % at 11.8 µM. actives 0.59% (n = 350,000);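 active = inhibition of the ligand-induced calcium signal above about 50% at the single tested concentration, limit read from the data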
# CHRM4 antagonist: human M4 muscarinic receptor antagonists, primary screen, CHO cells, Fluo-8 calcium fluorescence; inhibition, % at 3 µM; actives 0.73% (n = 360,000); CHO-hM4 cells, ACh EC80; Muscarinic acetylcholine receptor M4 (Homo sapiens), P08173;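 active = inhibition above its plate's cutoff, the mean inhibition of sample wells plus 3 SD, cut at about 27% in these data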;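 also: 0% = acetylcholine EC80 with DMSO and 100% = DMSO without agonist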
# M5 PAM: human M5 muscarinic receptor positive allosteric modulators, primary screen, CHO-K1 cells, Fluo-8 calcium fluorescence; Muscarinic acetylcholine receptor M5 (Homo sapiens), P08912; CHO-K1 hM5, ACh EC20 PAM; 0% = ACh EC20, 100% = ACh EC100; actives 0.3% (n = 360,000); activation, % at 3 µM;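 active = activation above the run cutoff, the mean activation of all test compounds plus 3 SD, cut at about 18% in these data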
#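 Replicates: One well per compound, no replicates | System: Human M5 receptor in CHO-K1 cells | Benchmarks: Low control EC20 acetylcholine (0%), high control EC100 acetylcholine (100%) | Probe or stimulus: Acetylcholine, EC20 level | Times: Fluo-8 loading 80 min at 37 °C plus 30 min room temperature | Signal: Intracellular calcium via Fluo-8 fluorescence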
# M5 ag: human M5 muscarinic receptor agonists, primary screen, CHO-K1 cells, Fluo-8 calcium fluorescence | Muscarinic acetylcholine receptor M5 (Homo sapiens), P08912 | CHO-K1 hM5 cells; 0% DMSO wells, 100% maximal acetylcholine response | activation, % at 3 µM | actives 0.19% (n = 360,000) | AID 624037, 2012;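 active = activation above the run's mean over test compounds plus 3 SD, cut at about 23% in these data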;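 also: signal is peak over basal fluorescence ratio across the kinetic read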
# CRFBP-R2 agonist: agonists of CRF-BP/CRF-R2 complex, primary screen, cell-based, HEK293, calcium dye fluorescence, uHTS; activation, % at 13.2 µM; AID 588473, 2011; calcium dye fluorescence (FLIPR); percent of saturating CRF peptide response; actives 0.46% (n = 350,000); CRF-binding protein / CRF receptor 2 complex (human);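 active = activation of at least 50%, plus an integration ratio under a set limit after plate pattern correction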;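 also: plate controls were neutral control wells without compound for no effect and CRF at EC100 for full effect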
# CHRM4 agonist: human M4 muscarinic receptor agonists, primary screen, CHO-K1 cells, Fluo-8 calcium fluorescence; Muscarinic acetylcholine receptor M4 (Homo sapiens), P08173; actives 0.14% (n = 360,000); CHO-K1 hM4/Gqi5; vehicle 0%, full acetylcholine response 100%; activation, % at 3 µM;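 active = activation above the run mean over all test wells plus 3 SD, cut at about 32% in these data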;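 also: peak over basal fluorescence ratio per well then scaled between controls; 0% = DMSO wells and 100% = acetylcholine at EC100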
# CHRM4 PAM: human M4 muscarinic receptor positive allosteric modulators, primary screen, CHO-K1 cells, Fluo-8 calcium fluorescence; Muscarinic acetylcholine receptor M4 (Homo sapiens), P08173; CHO-K1 hM4/Gqi5, ACh EC20; 0% = ACh EC20, 100% = maximal ACh; activation, % at 3 µM; actives 0.4% (n = 360,000); AID 624126, 2012;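 active = activation above its plate's cutoff, the mean activation of sample wells plus 3 SD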; also: some results filed as inactive read as strong as hits
# M5 antag: human M5 muscarinic receptor antagonists, primary screen, CHO cells, Fluo-8 calcium fluorescence. actives 0.59% (n = 360,000). inhibition, % at 3 µM. AID 624040, 2012. CHO-hM5 cells, ACh EC80;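 active = inhibition above a per-plate cutoff, the mean of that plate's test compounds plus 3 SD, cut at about 27% in these data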;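 also: 0% = acetylcholine EC80 with DMSO and 100% = DMSO without agonist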
# IDE inh: human IDE inhibitors in live cells, primary screen, fluorescence polarization, HEK cells, FAbetaB substrate. inhibition, % at 5.59 µM. actives 0.41% (n = 320,000). AID 434962, 2010. FAbetaB cleavage;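 active = percent inhibition above the average of all tested compounds plus 3 SD, set per screening campaign, cut at about 16% in these data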;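 also: IDE supplied by intact live HEK cells; FP after avidin binding of uncleaved biotin substrate so inhibition keeps polarization high; 0% = DMSO wells and 100% = 60 µM reference IDE inhibitor Ii1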
# Target sequence (P14735 whole entry, looked up): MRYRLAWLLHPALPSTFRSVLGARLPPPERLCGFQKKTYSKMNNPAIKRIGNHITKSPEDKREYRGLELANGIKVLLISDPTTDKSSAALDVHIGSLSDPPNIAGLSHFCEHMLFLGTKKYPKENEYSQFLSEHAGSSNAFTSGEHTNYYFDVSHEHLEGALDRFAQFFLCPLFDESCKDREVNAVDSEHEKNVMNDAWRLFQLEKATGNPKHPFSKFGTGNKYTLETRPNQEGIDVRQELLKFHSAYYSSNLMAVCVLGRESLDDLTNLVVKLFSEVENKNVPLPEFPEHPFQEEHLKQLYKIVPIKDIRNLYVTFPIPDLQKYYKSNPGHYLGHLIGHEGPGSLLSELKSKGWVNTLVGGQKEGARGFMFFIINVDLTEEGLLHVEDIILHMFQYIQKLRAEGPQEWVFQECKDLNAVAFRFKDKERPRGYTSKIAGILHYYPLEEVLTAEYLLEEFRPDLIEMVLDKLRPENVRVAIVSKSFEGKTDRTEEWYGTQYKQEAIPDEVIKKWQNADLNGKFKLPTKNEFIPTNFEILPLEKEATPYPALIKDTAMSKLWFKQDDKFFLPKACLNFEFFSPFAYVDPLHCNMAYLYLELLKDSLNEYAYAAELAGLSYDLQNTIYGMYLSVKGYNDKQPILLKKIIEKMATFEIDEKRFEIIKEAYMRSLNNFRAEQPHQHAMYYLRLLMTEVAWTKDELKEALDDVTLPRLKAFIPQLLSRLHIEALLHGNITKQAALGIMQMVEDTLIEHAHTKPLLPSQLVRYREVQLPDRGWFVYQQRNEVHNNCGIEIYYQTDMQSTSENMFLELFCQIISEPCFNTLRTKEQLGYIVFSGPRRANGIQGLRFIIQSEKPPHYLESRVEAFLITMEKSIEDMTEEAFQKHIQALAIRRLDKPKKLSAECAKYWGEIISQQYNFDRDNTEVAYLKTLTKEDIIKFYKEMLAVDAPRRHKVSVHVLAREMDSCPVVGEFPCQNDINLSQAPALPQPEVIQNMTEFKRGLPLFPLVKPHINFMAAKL
# Starred values were filed as active, the others as inactive; . = no result given.
SMILES,CRFR2-BP antag,CHRM4 antagonist,M5 PAM,M5 ag,CRFBP-R2 agonist,CHRM4 agonist,CHRM4 PAM,M5 antag,IDE inh
O=C(NCc1cccnc1)c1ccc2c(=O)n(CCCN3CCCC3=O)c(=S)[nH]c2c1,-5,5,-2,-1,-0.8,0,25,0,-2
CC(C)(C)n1nc2c(c1NC(=O)COc1ccc(F)cc1)CS(=O)(=O)C2,7,-1,-7,-4,-1.4,3,5,16,-2
COc1ccccc1NC(=O)CSC1CC(=O)N(c2ccc3c(c2)OCO3)C1=O (configuration not stated),4,10,1,0,-0.1,1,-4,-8,-2
O=C1CC(c2ccc(S(=O)(=O)NCc3ccncc3)cc2)CN1 (configuration not stated),16,-11,-5,1,-2.3,1,3,6,-1
C[C@H](CO)N1C[C@H](C)[C@@H](CN(C)S(=O)(=O)c2ccc(Oc3ccccc3)cc2)OCc2cnnn2CCCC1=O,-7,-11,2,0,0.6,1,5,-9,.
O=C(Cn1cnc2ccccc2c1=O)NCc1ccc2c(c1)OCO2,1,9,0,-2,-0.4,1,4,-2,6
CC(=O)N1CCN(c2nc3ccc(Br)cc3s2)CC1,3,-2,6,1,0.2,5,0,-10,4
NC(=O)c1nsc(C(=O)N(c2ccccc2)C(C(=O)NCC2CCCO2)c2cccs2)c1N (configuration not stated),-20,-16,-10,6,1.4,13,-16,-12,2
N#C/C(=C\c1ccc(O)c(Br)c1)C(=O)NCc1ccccc1,-5,-2,-6,-3,-0.3,3,3,-1,5
CC(C)NC(=O)Nc1n[nH]c(Nc2ccc(Cl)cc2)n1,-4,6,-5,0,-0.1,0,-3,7,0
C=Cn1cc[n+](CC(=O)C(C)(C)C)c1,-7,4,-4,-10,-0.8,0,-4,6,-3
O=C(COC(=O)C1CCC(=O)N1)Nc1ccc(Cl)cc1Cl (configuration not stated),6,2,3,-1,-1.7,1,-3,0,0
COc1ccc(C(=O)c2c(N)sc3c2CCN(C)C3)cc1,-9,-1,0,-2,8.9,1,1,6,1
COc1ccc(NC(=O)CCc2ccccc2)cc1S(=O)(=O)N1CCCCC1,8,-2,-7,4,0.7,6,5,6,-1
O=C1CN(C(=O)COc2ccccc2Cl)c2ccccc2N1,6,10,-1,-2,-0.8,1,3,13,-2
Cc1c(C(=O)NCc2ccc3c(c2)OCCO3)sc(=O)n1Cc1ccccc1C#N,.,-11,-7,6,.,12,0,2,.
COc1ccc(S(=O)(=O)N2CCC(O)(c3cccnc3)CC2)cc1OC,4,-13,-6,-3,-1.1,2,9,13,0
CC(C)C(NC(=O)OCc1ccccc1)C(=O)OCC(=O)N1C(C)CCCC1C (configuration not stated),10,1,-11,-5,-1.0,-1,-4,6,-1
S=C1NCCc2ccccc2C1c1ccccc1 (configuration not stated),7,-5,3,-8,-0.2,2,6,-6,-2
Cc1ccc(N(O)C(=O)OCCNC(=O)Nc2ccccc2)cc1,6,-4,-14,-1,-0.9,4,4,4,-3
COc1cc2c3c(c1)/C(=C1/SC(NC(C)=O)=NC1=O)C(=O)N3C(C)(C)C=C2C,37,15,-2,-2,-1.4,0,-2,11,-1
Cc1ccc(C(=O)CSc2nnc3ccccn23)c(C)c1,1,-3,6,-2,-4.7,1,0,-3,0
CC/C(=N\NC(=O)c1ccc(N2CCCC2=O)cc1)c1ccccc1,7,-8,1,0,-1.3,2,8,2,3
CC1(C)CC(=O)C(N=Nc2cccc(S(=O)(=O)N3CCOCC3)c2)=C(O)C1,8,-8,-2,-18,-3.4,3,25*,1,3
Cc1onc(-c2ccccc2)c1C(=O)NC(=S)NNC(=O)c1ccccc1O,-138,2,-17,20,202*,44*,-13,-1,-8
Cc1ccc(N2CCN(C(=O)c3cc(COc4c(C)cccc4C)on3)CC2)c(C)c1,-11,-3,-1,-4,0.7,0,1,-1,-7
O=Cc1ccc(OCCCOc2cccc3cccnc23)cc1,7,-3,-2,-6,-0.7,7,-6,16,5
COc1ccc(C(=O)CSc2n[nH]c(=O)n2Cc2ccco2)cc1,11,-7,3,6,-0.3,2,-2,1,18*
CC(C(=O)Nc1ccc2c(c1)OCCO2)n1nnc(-c2ccccc2)n1 (configuration not stated),4,2,-3,0,-4.0,3,0,-2,5
O=C(c1cc2ccccc2[nH]1)N1O[C@@H]2C=C[C@H]1C2,-3,-12,0,1,0.0,2,2,-6,.
COC(=O)C1=C(C)N(c2ccc(C(=O)OC)cc2)C(=O)C1,4,2,-5,-1,0.0,0,4,5,-1
O=C(CN1C(=O)NC2(CCCC2)C1=O)NNC(=O)c1ccccc1F,-11,-6,3,1,0.6,0,3,9,5
Cc1ccc(NC(=O)CSc2nc3nc(C)c(Br)cc3[nH]2)cc1F,2,-11,3,0,0.6,3,4,-17,0
CCCOc1ccc(C(=O)OCCN2CCCCC2)c(O)c1,-12,-3,-2,-16,4.2,0,-23,6,-3
COC(=O)c1cn(C)c2ccc(S(=O)(=O)N3CCOCC3)cc2c1=O,9,4,4,-1,-1.8,0,-6,2,12
NC(=O)C1CCN(C(=O)c2cc3c(s2)CCCCC3)CC1,-5,0,-5,1,-0.2,1,3,3,-4
N#Cc1cccc(NC(=O)CC2CCCC2)c1,4,13,-5,0,-0.3,1,-3,7,-4
COc1ccc(/C(N)=N/OC(=O)/C=C/c2ccccc2)cc1,-14,-12,4,-2,-0.1,1,4,-6,-1
CC(C)C[C@H](NC(=O)c1nc[nH]c1C(=O)N1CCC(C)CC1)C(=O)OCc1ccccc1,-6,-11,0,2,-0.2,0,7,3,2
CCOC(=O)c1oc2nc(CC(C)C)c3c(c2c1N)CCCC3,-3,-3,11,-4,1.0,2,1,8,-4
COc1ccc(-c2noc3c2-c2nc(-c4ccccc4)sc2CC3)cc1,3,6,-1,2,1.3,1,2,7,0
CCOC(=O)c1ccc(NC(=O)c2ncn3c2C(=O)NC[C@@H]3C)cc1,-6,-4,0,0,0.9,2,1,0,.
Cc1ccc(NC(=O)c2cccc(C(=O)Nc3ccc(C)cc3C(=O)O)c2)c(C(=O)O)c1,3,-14,2,0,-1.0,2,-2,-11,5
Cc1cccc(-n2c(CNC(=O)c3ccc(S(=O)(=O)N4CCCC4)cc3)n[nH]c2=S)c1,7,9,-5,-7,-0.1,0,-8,7,-1
CCCC(=O)NC(c1ccccc1Cl)c1c(O)ccc2ccccc12 (configuration not stated),46,-2,-1,-6,-1.5,0,16,2,7
COc1ccc(-c2csc(NCc3ccco3)n2)cc1C,2,-1,-3,0,2.1,-1,-4,-1,5
NC(=O)c1cc([N+](=O)[O-])ccc1NCc1cccc2ccccc12,-12,-4,6,-2,-0.8,0,4,7,5
CSc1ccccc1NC(=O)c1noc(C)c1[N+](=O)[O-],5,-2,1,-2,-0.4,0,-3,2,3
COc1cccc2c1OC1(CCN(C(C)C)CC1)N1N=C(c3cccnc3)CC21 (configuration not stated),10,-2,-9,2,-1.5,15,-10,18,0
C/C(N)=C(/C#N)C(=O)COC(=O)c1cc(-c2ccc(C)cc2)nc2ccccc12,-9,4,0,-1,9.5,1,1,2,-2
Oc1ccc(-c2csc(Nc3ncccn3)n2)c(O)c1,10,2,-7,-5,-0.9,1,9,12,-5
CCn1c(=O)cc(OCC(=O)NCc2ccc(C)o2)c2ccccc21,9,11,-1,2,-0.3,0,-6,9,-2
COC(=O)c1cnc(N2CCCN(S(=O)(=O)c3ccccc3)CC2)nc1C(F)(F)F,9,-13,5,-4,0.1,3,12,5,0
O=C(NCC(=O)N1CCN(S(=O)(=O)c2cccc(F)c2)CC1)c1ccc(Br)o1,-10,7,6,2,-0.3,2,-6,-10,3
CC(=O)c1c(C)[nH]c(C(=O)NCCC2=CCCCC2)c1C,-3,4,-1,0,0.3,5,0,-2,-1
NC(=O)c1nnsc1Sc1c(C(N)=O)nnn1-c1cccc(N)c1,4,-3,5,-1,-0.5,2,1,9,4
CCCC(c1nnnn1CC1CCCO1)N1CCN(c2nc3ccccc3s2)CC1 (configuration not stated),6,-4,0,-3,-0.3,5,1,1,1
COc1ccc(S(=O)(=O)N2CCCC2CNC(=O)C(=O)Nc2ccc(F)cc2)cc1 (configuration not stated),-6,-6,-2,-1,-0.1,5,-6,4,-3
CCC/C(=N\NC(=O)C1CC1)c1ccccc1,65*,5,-1,7,-1.6,0,-4,-8,0
COC(=O)c1ccc(C(C(=O)NC2CCCCC2)N(Cc2ccccc2)C(=O)Cc2cccs2)cc1 (configuration not stated),-7,-2,-4,-2,-0.4,0,-1,12,1
# The listing continues.
SMILES,CRFR2-BP antag,CHRM4 antagonist,M5 PAM,M5 ag,CRFBP-R2 agonist,CHRM4 agonist,CHRM4 PAM,M5 antag,IDE inh
COc1cccc(CN(C)C(=O)CC[C@H]2O[C@@H](n3cnc4c(NC(=O)c5ccccc5)ncnc43)[C@H](O)[C@@H]2O)c1,.,-7,2,0,.,1,6,3,.
O=C(NC1CC1)c1ccc(-c2nc3ccccc3s2)s1,-10,13,-5,-1,1.4,2,-3,6,1
O=C1C(Cl)=C(N2CCCCCC2)C(=O)N1c1ccccc1Cl,7,8,-6,-3,-1.1,1,-9,21,8
O=C(NCc1ccc(F)cc1)C1CCN(S(=O)(=O)c2ccc(Br)s2)CC1,8,-2,-7,-1,-1.1,10,-4,11,3
CC1CCN(C(=O)C2CCC(C)(C(=O)O)C2(C)C)CC1 (configuration not stated),12,4,-3,0,-0.5,1,2,4,1
CC(=O)Nc1ccc(S(=O)(=O)N=S(C)(C)=O)cc1,10,6,4,0,-1.3,0,3,-2,0
O=C(COC(=O)c1ccc(O)cc1)Nc1ccc(S(=O)(=O)N2CCCC2)cc1,-5,-5,-14,-2,1.7,11,-2,8,0
COc1cccc(CNC(=O)c2nnn(CC(=O)Nc3ccc4c(c3)OCO4)c2N)c1,11,9,-1,2,0.0,1,-12,9,6
CC(Sc1ccc(Cl)cc1)C(=O)Nc1ccc2c(c1)OCO2 (configuration not stated),-1,5,2,-9,-1.6,1,8,6,5
COc1cccc(C(=O)Nc2c3c(nn2-c2ccc([N+](=O)[O-])cc2)CS(=O)(=O)C3)c1,1,-9,-3,0,0.2,8,-1,3,-4
CC[C@]12c3[nH]c4ccc(Cl)cc4c3CCN1C(=O)[C@@H](CC(=O)NCCCN(C)C)C[C@@H]2C(=O)N1CCN(C(=O)c2ccco2)CC1,3,-2,1,1,-1.4,0,0,-2,.
CSc1nc(N)nc(SCC(=O)C(C)(C)C)c1C#N,-9,-17,-6,-2,3.7,4,8,-4,-1
